High-throughput results deposited in PubChem by National Center for Advancing Translational Sciences (NCATS).
D2 antag: antagonists of human D2 dopamine receptor | HEK293 TREx D2 cells, calcium flux, dopamine EC80 | 2% of 340,000 active | AID 485344 | P14416 | inhibition, % at 10 µM; in the data active means inhibition above about 30%; further: 0% is about no effect
Target sequence (P14416 whole entry, looked up): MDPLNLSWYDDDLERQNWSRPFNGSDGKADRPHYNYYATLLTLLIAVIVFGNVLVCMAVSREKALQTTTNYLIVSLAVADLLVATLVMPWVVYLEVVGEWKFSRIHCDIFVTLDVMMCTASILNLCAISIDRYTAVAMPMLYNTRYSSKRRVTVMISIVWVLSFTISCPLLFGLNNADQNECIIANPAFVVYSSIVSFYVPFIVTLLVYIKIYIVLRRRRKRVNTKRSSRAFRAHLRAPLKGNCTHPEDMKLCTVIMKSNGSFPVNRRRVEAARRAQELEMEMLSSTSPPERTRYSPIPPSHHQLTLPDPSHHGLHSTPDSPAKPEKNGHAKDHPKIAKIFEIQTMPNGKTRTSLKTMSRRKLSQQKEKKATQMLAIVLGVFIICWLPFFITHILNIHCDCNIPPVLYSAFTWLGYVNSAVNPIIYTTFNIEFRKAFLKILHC
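Dopamine at EC80 is the agonist stimulus; test compounds precede it by 180 s. Calcium flux read kinetically in a force-coupled, inducible HEK293 T-REx D2 cell line.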
TRHR PAM: allosteric enhancers of human TRH receptor | P34981 | TRHR cells, fluo-8 calcium fluorescence, EC20 TRH enhancement | enhancement, % at 2 µM | 0.66% of 360,000 active; in the data active means enhancement above about 30%; further: 0% is about no effect
Target sequence (P34981 whole entry, looked up): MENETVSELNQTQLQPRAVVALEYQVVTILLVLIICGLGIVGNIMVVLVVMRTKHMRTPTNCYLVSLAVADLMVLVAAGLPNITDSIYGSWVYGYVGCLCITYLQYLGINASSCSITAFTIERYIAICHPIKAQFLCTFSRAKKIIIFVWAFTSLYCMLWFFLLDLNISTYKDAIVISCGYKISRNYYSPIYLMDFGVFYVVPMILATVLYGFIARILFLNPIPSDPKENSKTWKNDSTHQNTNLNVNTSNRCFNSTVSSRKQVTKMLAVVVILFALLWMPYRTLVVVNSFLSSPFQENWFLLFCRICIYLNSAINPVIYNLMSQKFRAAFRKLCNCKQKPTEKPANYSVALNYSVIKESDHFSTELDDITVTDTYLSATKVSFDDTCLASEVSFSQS
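TRHR-expressing cells loaded with fluo-8 calcium dye were read kinetically (ex 480/em 530) during compound addition, then stimulated with an EC20 of TRH (10 nM final). Enhancement of the Gq-mediated intracellular calcium response was scored.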
TRHR agonist: agonists of human TRH receptor; P34981; TRHR cells, calcium flux fluo-8, FDSS agonist mode; activation, % at 2 µM; 0.18% of 360,000 active; AID 493084; in the data active means activation above about 30%; further: 0% is about no effect
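Agonist-mode FDSS calcium read (Ex 480/Em 530, 1 s cycles) in 1536-well TRHR cells with fluo-8 dye, after 10-cycle baseline and 23 nL compound addition; TRH at EC20 (10 nM final) added afterwards for the enhancer phase.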
TrxR1 substrate: is turned over as a substrate by rat TrxR1; AID 588456; Potency, µM (top dose mostly 114 µM), without a hit: at the highest dose activity change, negative = substrate turnover; purified TrxR1 substrate turnover, NADPH consumption readout; 0.01% of 390,000 active; further: potency means the concentration at half of the fitted maximal effect; on the % scale 0 is the no-effect control and ±100 the full control effect; nearly all actives have a fitted effect of over 50% in size
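Rat TrxR1, dispensed at 90 nM, was prereduced with 400 uM NADPH (final) for 5 min at ~22 deg C, then incubated with compound 15 min before 400 uM selenite. A first-read NADPH fluorescence drop versus no-compound background flagged substrates.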
USP1 inh: blocks the human USP1/UAF1 deubiquitinase complex. 0.23% of 390,000 active. recombinant USP1/UAF1, Ub-Rhodamine cleavage fluorescence. Potency, µM (titrated, usually from 57.1 µM), for inactives: top-dose activity change, negative = inhibition, actives largely listed as inhibitors. O94782; further: potency means the concentration at half of the fitted maximal effect; on the % scale 0 is the no-effect control and ±100 the full control effect; nearly all actives have a fitted effect of over 60% in size; inactives centre near -12
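USP1/UAF1 complex at 1 nM was preincubated with compound for 15 min at room temperature, then Ub-Rho substrate (150nM final) was added. Fluorescence (480/540 nm) was read kinetically, 6 reads every 60 seconds.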
D2 agonist: agonists of human D2 dopamine receptor. activation, % at 2 µM. HEK293 T-REx D2 cells, calcium flux agonist mode. 0.53% of 340,000 active. P14416;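 active means activation over 3 SD above normal in the single-dose calcium agonist read, cut at about 30% in these data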; further: 0% is about no effect
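Calcium-flux readout, 1 cycle/sec over 180 s following compound pin transfer, in inducible HEK293 Trex D2 cells (force-coupled); dopamine controls included. Positive calcium responses during this window marked compounds as potential agonists.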
rTrxR1 inhibitor: blocks rat thioredoxin reductase 1; 1% of 390,000 active; O89049; recombinant rTrxR1, NADPH fluorescence consumption, selenite substrate; Potency, µM (highest dose often 114 µM), without a hit: top-dose activity change, negative = inhibition, usual class: inhibitors; AID 588453; further: potency means the concentration at half of the fitted maximal effect; on the % scale 0 is the no-effect control and ±100 the full control effect; nearly all actives have a fitted effect of over 65% in size
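Rat TrxR1 (90 nM in the dispensed reagent) was pre-reduced with 400 uM NADPH for 5 min at room temperature, then incubated with compound for 15 min. After 400 uM selenite was added, NADPH fluorescence (Ex 340/Em 450 nm) was followed for 8 min.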
PI4K2A block: blocks human PI4K2A kinase activity; purified PI4K2A, ADP-Glo luminescence, 1 h; active compounds read low; Q9BTU6; AID 1346378; activity change, negative = inhibition, % at 76.9 µM; 0.13% of 420,000 active; in the data active means activity change below about -50%; inconclusive means mostly about -30% to -49%;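 further: -100% = wells without enzyme as full effect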
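ADP-Glo luminescence measured ADP generated by PI4K2A enzyme (4 ug/mL before mixing) with 1.2 mM PI substrate (pre-mix) and 300 microM ATP (pre-mix). Tris pH7.5 buffer with MgCl2, Triton X-100; 1 h reaction at ambient temperature.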
mIDH1 inhibitor: blocks human mutant IDH1 R132H enzyme; Potency, µM (doses to about 76.6 µM), without a hit: at the top dose activity change, negative = inhibition, hits mostly inhibitors; IDH1-R132H enzyme, NADPH consumption, diaphorase/resazurin fluorescence; 0.093% of 390,000 active; O75874; further: potency means the concentration at half of the fitted maximal effect; on the % scale 0 is the no-effect control and ±100 the full control effect; nearly all actives have a fitted effect of over 65% in size
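IDH1-R132H (0.5 ug/mL dispensed) in pH 7.5 Tris buffer was preincubated 30 min with compound, then given a substrate mix of 0.016 mM NADPH and 2 mM alpha-KG for 80 min at room temperature; remaining NADPH was read by diaphorase/resazurin fluorescence.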
The depositor's hits bear a star; ? = inconclusive; . = not tested or not shown; & = joins results of further samples; [ ] = remark or other dose. Unless noted, the call rests on the fitted dose curve; in most records, active means well fitted inhibition curve with a large enough effect; inconclusive means small, poorly fitted or top-dose-only effect; inactive means no such curve, though single readings can be large or run the other way. Rows were taken by chance. Share with any hit: about 3.9%.

SMILES	D2 antag	TRHR PAM	TRHR agonist	TrxR1 substrate	USP1 inh	D2 agonist	rTrxR1 inhibitor	PI4K2A block	mIDH1 inhibitor
CCC(NC(=O)NNC(N)=S)(C(F)(F)F)C(F)(F)F	0	0	0.0	4%[57.1 µM]	-4%	1.4	5%[57.1 µM]	-2	4%
CCCn1c(CN2CCN(C(=O)OCC)CC2)nc2c1c(=O)n(C)c(=O)n2C	-11	-3	-0.8	4%[57.1 µM]	-23%	-1.2	4%[57.1 µM]	1	0%
NC(=O)C1CCN(C(=O)CSc2nc(O)cc(=O)[nH]2)CC1	-32	-1	2.2	-14%	-24%	0.3	-23%	2	-10%
COC(=O)/C(C#N)=C/c1occc1C	14	33*	0.0	-17%	-3%	0.4	-29%	1	4%
Clc1ccc(-n2nnnc2-c2ccno2)cc1	-12	3	-0.7	2%	-25%	0.7	14%	2	5%
CCOc1ccc(NC(=O)CCC(=O)NNC(=O)COc2ccc(C)cc2)cc1	10	15	-0.3	15%[57.1 µM]	-5%	0.1	44%[activator][57.1 µM]	-7	13%
CC1CCC(C(=O)NC(C(=O)OCC(=O)c2ccccc2)C(C)C)CC1 (stereo not given)	.	-3	-0.1	3%	-20%	-1.2	13%	2	10%
CCc1ccc(-c2csc3ncn(CC(=O)NCc4ccco4)c(=O)c23)cc1	2	2	-0.3	0%	0%	0.4	-4%	0	4%
OC(COC(c1ccc(F)cc1)c1ccc(F)cc1)CN1CCCC1 (stereo not given)	29	-3	-2.2	3%	-2%	-0.4	18%	1	6%
CCc1ccccc1NC(=O)C1CCCC1	.	.	.	6%	-6%	.	16%	9	2%
C=CCOc1c(Br)cc(/C=N/n2c(CC)n[nH]c2=S)cc1Br	-1	3	0.6	-1%	-18%	0.3	-13%	8	-3%
O=S1(=O)CCN2C(c3cccc4ccccc34)=CSC2=N1	9	-9	-0.3	8%[57.1 µM]	-10%	-1.0	16%[57.1 µM]	-1	-2%
COc1ccc(-c2noc(CC(=O)N(C)c3cc(Cl)c(OC)cc3OC)n2)cc1	.	1	-0.1	-6%	-7%	0.6	14%	-1	2%
CC(C)n1nnnc1SCC(=O)NCc1cccs1	-11	5	-0.5	6%	-6%	-0.1	6%	6	9%
COc1cc2c(cc1OC)C(COc1ccc3c(C)cc(=O)oc3c1)N(C(=O)C(C)C)CC2 (stereo not given)	.	2	-0.4	33%	-19%	-0.7	-1%	-2	0%
Cc1ccc(OCC(O)CNC(C)c2ccccc2)cc1C (stereo not given)	5	-1	1.5	2%	-2%	0.2	33%	-2	5%
O=C(c1ccco1)N1CCN(S(=O)(=O)c2ccc(Cl)s2)CC1	-12	1	-0.6	-8%	-10%	-0.5	8%	-3	4%
O=C(COc1coc(CN2CCc3ccccc3C2)cc1=O)Nc1cccc(F)c1	-1	-1	-0.1	-3%	-17%	0.9	7%	0	5%
Nc1nc(SCC(=O)N2CCCCCC2)[nH]c(=O)c1NC(=O)c1ccco1	.	0	0.9	-8%[57.1 µM]	-14%	.	4%[57.1 µM]	2	15%
COc1cc(/C=N/Nc2nc(C)cc(=O)[nH]2)ccc1OC(=O)c1cccnc1	-12	4	1.6	0%[57.1 µM]	-17%	0.1	11%[57.1 µM]	0	4%
COc1ccc(C)cc1NC(=O)NCc1ccco1	0	-1	-0.4	9%	-8%	-0.4	21%[57.1 µM]	1	-3%
Cc1ccc(C(=O)Nn2cnnc2)cc1S(=O)(=O)N1CCOCC1	-12	2	1.5	11%	-7%	0.4	34%	1	0%
COc1cc([C@@H]2[C@H]3CN(C)CC=C3C(C#N)=C(N)C2(C#N)C#N)cc2c1OCO2	3	21	2.9	10%[57.1 µM]	-3%&-11%	0.2	-4%[57.1 µM]	0&1	-8%&-7%
COC(=O)c1ccccc1NC(=O)C1CCN(C(=O)Cc2ccccc2)CC1	7	12	-0.1	-3%	-10%	-0.2	-6%	1	5%
Cc1[nH]c2ccccc2c1C(=O)CN1CCC(C(N)=O)(N2CCCCC2)CC1	-1	7	-0.2	16%[57.1 µM]	-4%	-1.3	-56%	4	12%
COc1ccc(CNC(=O)C2CCN(S(=O)(=O)c3ccc4c(c3)NC(=O)CO4)CC2)cc1	5	-2	0.8	0%	-8%	1.5	27%	2	-10%
COC(=O)c1ccc(OC(=O)CS(=O)c2ccccc2[N+](=O)[O-])cc1 (stereo not given)	6	4	0.3	1%[57.1 µM]	-1%	0.2	-27%[57.1 µM]	6	-5%
N/C(CCN1CCCCC1)=N/O	16	1	-0.2	-3%	-17%	-0.1	3%	2	9%
COc1ccc(OC)c(NC(=O)Cn2cnc3c(cnn3-c3ccccc3)c2=O)c1	0	-2	-0.6	1%	4%	0.4	15%	-9	11%
CCCSc1nc2sc3c(c2c(=O)n1-c1ccc(C)cc1)CCCC3	.	0	-0.4	4%	-22%	0.2	11%	-2	-4%
CC1=C(C(=O)N2CCOCC2)C(c2ccccc2F)C2=C(CC(C)(C)CC2=O)N1 (stereo not given)	11	-8	0.4	142%[activator]	-18%	0.0	1%	-2	6%
CCOC(=O)c1sc(N)nc1C(C)(C)C	-23	-1	-0.2	-7%	-7%	-0.3	9%[57.1 µM]	1	2%
O=C(Nc1nc(-c2ccccn2)cs1)c1cc(S(=O)(=O)N2CCOCC2)ccc1F	-4	7	1.6	-5%	-12%	0.3	4%	-7	-4%
O=C(Nc1ccccc1N1CCCC1)c1ccc(Cl)cc1Cl	8	3	-1.2	-5%	-21%	0.4	-10%	0	22%
Cn1ccnc1Sc1cc(NCCCO)c([N+](=O)[O-])c2nonc12	-10	-5	-0.3	9%[57.1 µM]	-7%	-0.6	?	-15	5%
COc1ccc(S(=O)(=O)N2CCC(Oc3ccc(-n4cnnn4)cc3)CC2)cc1	.	-1	3.9	4%	-3%	2.8	18%	-1	11%
Cc1cc(C(c2cc(C)c(N)c(C)c2)c2ccco2)cc(C)c1N	.	.	.	-3%[57.1 µM]	-14%	.	17%[57.1 µM]	3	?
Cc1ccc(NC(=O)CSCC(=O)N(C)Cc2ccc(Cl)c(Cl)c2)cc1	.	4	0.3	1%	-20%	.	14%	1	8%
Cc1ccc(-c2cc(C(=O)Nc3ccncc3)c3ccccc3n2)cc1	11	0	0.6	23%	-17%	0.2	-3%	-1	2%
Nc1c(C(=O)Nc2ccc(Cl)c(Cl)c2)sc2nc(-c3cccnc3)ccc12	8	-3	0.4	.	.	0.0	.	.	.
CCCNC(=O)c1cn(CC)c2cc(N3CCN(C)CC3)c(F)cc2c1=O	7	-5	0.4	17%[57.1 µM]	-21%	-0.3	12%[57.1 µM]	-9	-2%
O=C(N/N=C/c1ccncc1)c1ccccn1	.	11	-0.1	3%	-18%	.	23%	1	-1%
O=C(O)Cc1ccc(N=Cc2c(O)ccc3ccccc23)cc1	-8	1	0.9	-13%	-24%	0.0	-3%[57.1 µM]	3	9%
COc1cc(CN2CCN(C(=O)c3cccc4ccccc34)CC2)cc(OC)c1OC	8	4	-0.1	2%	-10%	1.4	32%	1	-5%
COC(=O)c1ccc(C)cc1C1CN=NC12Cc1cc(C)ccc1C2=O (stereo not given)	.	.	.	-8%	?	.	?	4	7%
CC(C)OC(=O)Nc1ccc(-c2ccc(NC(=O)OC(C)C)cc2Cl)c(Cl)c1	11	19	0.7	-7%	-17%	1.3	5%[57.1 µM]	0	-8%
Cc1ccc2c(Cl)cc(Cl)c(OCC(=O)NCCc3ccccn3)c2n1	21	5	0.3	3%	-1%	-0.4	4%	1	0%
COc1ccccc1[C@@H]1C(c2ccccc2)=NN(c2ccc(Br)cc2)[C@H]1C(=O)N1CCOC1=O	.	.	.	40%[activator]	-21%	.	68%[activator]	3	-13%
CN1CCC/C1=C1/C(=O)N(c2ccccc2)N=C1NC(=O)Nc1cccc(Cl)c1	0	-1	-0.2	-4%	-13%	-0.2	-6%	-5	4%
Nc1nonc1-n1nnc(C(=O)N/N=C/c2ccncc2)c1-c1ccccc1	11	7	0.0	-15%[57.1 µM]	-13%	1.9	30%[57.1 µM]	1	8%
O=C(COC(=O)c1ccc(S(=O)(=O)N2CCCC2)cc1)Nc1cccc(Cl)c1	-9	-4	0.4	-3%	-15%	1.5	6%	-2	6%
COc1ccc(Cc2nnc(SCC(=O)N3CCN(c4ccccc4)CC3)o2)cc1	13	-8	-1.7	-5%	-3%	-0.6	-10%	-1	3%
CSc1ccccc1NC(=O)C(=O)c1c[nH]c2ccccc12	18	-5	0.9	-6%	-16%	0.1	25%[57.1 µM]	8	0%
COc1ccc(OC(C)C(=O)N2CCN(c3ccccn3)CC2)cc1 (stereo not given)	-8	0	-0.1	13%	-14%	19	-16%	7	1%
